Bioassay records (PubChem)
TNAP inh no acc: human TNAP enzyme inhibitors, primary screen, biochemical, luminescent, no phosphate acceptor, uHTS; Alkaline phosphatase, tissue-nonspecific isozyme (Homo sapiens), P05186; purified TNAP, CDP-star luminescence, 30 min; inhibition, % at 20 µM; 0.26% of 200,000 active; AID 1012, 2008;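 active = tissue-nonspecific alkaline phosphatase inhibition above about 50% at 20 µM in the single-dose screen, limit read from the data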;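 also: 0% = DMSO negative control and 100% = EDTA positive control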
Target sequence (P05186 whole entry, looked up): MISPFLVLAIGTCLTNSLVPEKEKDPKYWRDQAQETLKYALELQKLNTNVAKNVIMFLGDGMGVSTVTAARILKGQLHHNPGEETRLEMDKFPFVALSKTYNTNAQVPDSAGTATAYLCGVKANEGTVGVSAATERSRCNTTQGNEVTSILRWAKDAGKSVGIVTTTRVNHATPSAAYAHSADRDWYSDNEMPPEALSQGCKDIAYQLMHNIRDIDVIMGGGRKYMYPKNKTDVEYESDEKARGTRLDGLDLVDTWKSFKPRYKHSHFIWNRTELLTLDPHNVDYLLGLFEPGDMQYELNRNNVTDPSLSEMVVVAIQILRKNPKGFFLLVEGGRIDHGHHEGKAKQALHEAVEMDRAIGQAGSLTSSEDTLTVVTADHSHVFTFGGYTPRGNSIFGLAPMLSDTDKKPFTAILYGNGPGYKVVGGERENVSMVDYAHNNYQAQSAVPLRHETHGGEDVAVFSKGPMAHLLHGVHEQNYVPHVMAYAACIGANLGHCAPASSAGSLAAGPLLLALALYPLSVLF
NF-kB neuron act: activators of NF-kB expression in neurons, primary screen, cell-based, HTS; AID 1239, 2008; fold change at 12.5 µM; human neuronal cells, NF-kB reporter expression; active compounds read high; 1.6% of 190,000 active; in the data active = fold change above about 3.3
APP 5'UTR act: activators of APP 5'UTR luciferase reporter, primary screen, SH-SY5Y cells; activation, % at 2 µM; AID 1276, 2008; 1% of 190,000 active; SH-SY5Y APP 5'UTR luciferase reporter, luminescence; zero percent = DMSO vehicle wells;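 active = activation above a set limit, based on mean plus 3 SD of controls, cut at about 140% in these data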; also: values of inactives mirror those of a sister screen read the other way
FLuc stim CS: FLuc activators, initial screening, artefact control for FLuc-dependent activation tests, biochemical, ATPlite luminescence; activation factor at 10 µM; 200,000 tested, under 10 active; Luciferin 4-monooxygenase (Photinus pyralis), P08659; ATPlite luciferase biochemical, 10 min; 0 = ATP-free wells, 1 = DMSO control;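 active = luciferase activation factor, scaled between plate controls, of at least 2 with compound at 10 µM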
Target sequence (P08659 whole entry, looked up): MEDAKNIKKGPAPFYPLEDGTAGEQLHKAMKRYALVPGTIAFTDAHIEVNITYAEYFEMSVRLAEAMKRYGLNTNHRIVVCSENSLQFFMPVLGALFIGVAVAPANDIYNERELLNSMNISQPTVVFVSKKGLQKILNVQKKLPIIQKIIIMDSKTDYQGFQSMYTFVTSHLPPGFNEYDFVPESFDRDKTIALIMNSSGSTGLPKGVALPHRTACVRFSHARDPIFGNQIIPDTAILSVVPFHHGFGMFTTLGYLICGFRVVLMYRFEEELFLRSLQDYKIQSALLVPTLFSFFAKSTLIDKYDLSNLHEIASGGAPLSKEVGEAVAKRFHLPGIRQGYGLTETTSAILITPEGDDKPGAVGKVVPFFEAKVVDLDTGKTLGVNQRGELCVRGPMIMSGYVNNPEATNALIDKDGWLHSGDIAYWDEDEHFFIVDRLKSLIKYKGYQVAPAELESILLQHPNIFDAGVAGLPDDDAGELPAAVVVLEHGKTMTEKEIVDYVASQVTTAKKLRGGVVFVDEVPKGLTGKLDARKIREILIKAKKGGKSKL
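assay system = Luciferase/luciferin detection reagent, cell-free biochemical luciferase assay | also added = ATP substrate | times = 10 min post-reagent at room temperature | measured by = luminescence from luciferase reaction | measure = luciferase activation, seen as luminescence increase over controls | benchmarks = low control with PBS replacing ATP, high control enzyme plus ATP without compound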
PMI act satM6P: human PMI activators, high substrate, primary screen, biochemical, fluorescence intensity, near-saturating mannose 6-phosphate; 0.34% of 190,000 active; activation factor at 20 µM; coupled PMI enzyme assay, resazurin fluorescence, 20 min; active compounds read high; 1 = untreated enzyme, 0 = substrate-free blank;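 active = activation factor of 2 or more at 20 µM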
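Test system: human phosphomannose isomerase with PGI, G6PDH, diaphorase coupling enzymes / Doses: 20 µM compound, 1% DMSO / Times: enzyme reaction with compound 20 min at room temperature / Measured by: Diaphorase-driven resazurin-to-resorufin fluorescence, excitation 544, emission 590 nm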
TNAP inh hi DEA: human TNAP enzyme inhibitors, primary screen, biochemical, luminescent, high phosphate acceptor level, uHTS. purified TNAP, CDP-star luminescence, 1 M DEA. Alkaline phosphatase, tissue-nonspecific isozyme (Homo sapiens), P05186. AID 1135, 2008. 0.03% of 200,000 active. inhibition, % at 20 µM;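 active = over 50% inhibition of tissue-nonspecific alkaline phosphatase at 20 µM in the single-dose screen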;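 also: plate controls were DMSO wells for no effect and EDTA-quenched wells as full inhibition for full effect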
PMI activator: activators of human PMI, primary screen, biochemical, fluorescence intensity, near-Km mannose 6-phosphate; purified human PMI, coupled resazurin fluorescence, 20 min; active compounds read high; 1 = vehicle control, 0 substrate-free wells; activation factor at 20 µM; 0.005% of 190,000 active; AID 1214, 2008;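 active = activation factor of 2 or more at 20 µM, relative to plate controls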
bIAP act: bovine intestinal alkaline phosphatase activators, primary screen, biochemical, bovine IAP, CDP-star luminescence; alkaline phosphatase, intestinal [Bos taurus]; purified bovine IAP, 30 min; active compounds read high; fold of DMSO-control signal, blank-subtracted; activation factor at 20 µM; 0.17% of 200,000 active;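 active = activation factor of 2 or more at 20 µM, a signal rise over negative controls twice the positive control's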
FLuc inh counter: firefly luciferase enzyme inhibitors, primary screen, artefact control for luciferase-based inhibitor screens, biochemical, luminescence, ATPLite | 1.5% of 200,000 active | Luciferin 4-monooxygenase (Photinus pyralis), P08659 | inhibition, % at 10 µM | AID 1006, 2008 | 10 min;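 active = inhibition above about 50% when tested at 10 µM, limit read from the data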
TNAP act hiacc: TNAP activators at high phosphate acceptor level, primary screen, biochemical, luminescence, uHTS. purified TNAP, CDP-star luminescence, 1 M DEA, 30 min; active compounds read high; 0 = EDTA background, 1 = DMSO-only activity. 200,000 tested, under 10 active. AID 1136, 2008. Alkaline phosphatase, tissue-nonspecific isozyme (Homo sapiens), P05186. activation factor at 20 µM;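 active = activation factor at least 2 at 20 µM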
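system = human TNAP | amount = enzyme diluted 1/800 final | reagent = 100 µM CDP-star substrate | signal = luminescent substrate turnover signal | dosing = one dose, 20 µM | benchmarks = EDTA negative control, DMSO positive control | measure = activation factor | timing = 30 min reaction, room temperature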
An asterisk follows results filed as active. Compounds were not picked by outcome. Share with any hit: about 3.6%.

cpd | SMILES | TNAP inh no acc | NF-kB neuron act | APP 5'UTR act | FLuc stim CS | PMI act satM6P | TNAP inh hi DEA | PMI activator | bIAP act | FLuc inh counter | TNAP act hiacc
1 | COc1cc(OC)nc(NC(=O)C(C)C)n1 | -16 | 1 | 3 | 1 | 1.1 | -6 | 1 | 1 | -4 | 1.1
2 | Cc1cccc(-n2c(N)c(C(=O)NCCN3CCOCC3)c3nc4ccccc4nc32)c1 | -24 | 0.4 | -4 | 1.1 | 1.1 | -7 | 1.3 | 1.2 | -8 | 1.1
3 | CC(=O)c1ccc(S(=O)(=O)Nc2ccc(-c3cn4c(n3)SCC4)cc2)cc1 | -6 | 1.3 | 18 | 1 | 1.1 | 0 | 1.1 | 1.1 | 4 | 1
4 | CN(C)S(=O)(=O)c1cc(NC(=O)COC(=O)c2ccc3c(c2)OCO3)ccc1Cl | -5 | 1.1 | -6 | 1.1 | 0.9 | -1 | 0.9 | 0.9 | -6 | 1
5 | CC1=C(C(=O)OC(C)C)C2(O)C(=O)c3ccccc3C2(O)N1 (stereo not given) | -5 | 0.6 | 13 | 1 | 0.5 | 0 | 0.7 | 0.9 | -2 | 1
6 | c1csc(CNc2nc3ccccc3n2CCN2CCOCC2)c1 | -16 | 1 | -18 | 1 | 1.1 | -4 | 1 | 1.1 | -3 | 1
7 | O=C(Oc1ccc(NC2=C(Cl)C(=O)c3ccccc3C2=O)cc1)c1ccc([N+](=O)[O-])cc1 | 19 | 0.99 | -41 | 1.1 | 0.7 | 7 | 1 | 1 | -12 | 0.9
8 | O=C(O)/C=C/C(=O)N1CCN(c2cccc(Cl)c2)CC1 | 2 | 1.1 | 1 | 1 | 1 | -2 | 1 | 1 | 0 | 1
9 | CCCC(=O)N1CCN(c2ccc(NC(=S)NC(=O)CC)cc2)CC1 | -2 | 1.2 | 4 | 1 | 1.1 | 6 | 1.1 | 1 | -2 | 0.9
10 | NC1=NN=C(c2ccc3c(c2)OCCO3)CS1 | -15 | 1.6 | 81 | 0.2 | 1.2 | -1 | 1.1 | 0.9 | 79* | 1
11 | Cc1cccn2cc(CNC(=O)c3ccco3)nc12 | 0 | 1.2 | -2 | 1.1 | 0.9 | -4 | 1 | 0.9 | -8 | 1
12 | COc1ccc(-c2nn(-c3ccccc3)cc2/C=N/Nc2ccc(S(N)(=O)=O)cc2[N+](=O)[O-])cc1OC | 17 | 1.1 | 7 | 1 | 1 | 16 | 1 | 0.7 | -4 | 0.8
13 | CCN(CC)c1ccc(S(=O)(=O)N(CC)CC)cc1NC(=O)C1CCCC1 | -14 | 1.1 | 11 | 1 | 0.9 | -3 | 0.9 | 1.1 | -4 | 1
14 | Cc1nc2c(C)cccc2cc1C(=O)N/N=C/c1ccc(N(C)C)cc1 | -4 | 1.1 | 3 | 1 | 0.9 | -2 | 0.9 | 1 | -4 | 1
15 | CCOC(=O)c1c(N)ssc1=S | -26 | 1.2 | 15 | 1 | 0.9 | 0 | 0.9 | 0.5 | -2 | 1

Record cards, from the list above.
COc1cc(OC)nc(NC(=O)C(C)C)n1 is listed as TNAP inh no acc = -16; NF-kB neuron act = 1; APP 5'UTR act = 3; FLuc stim CS = 1; PMI act satM6P = 1.1; TNAP inh hi DEA = -6; PMI activator = 1; bIAP act = 1; FLuc inh counter = -4; TNAP act hiacc = 1.1
Cc1cccn2cc(CNC(=O)c3ccco3)nc12 is listed as TNAP inh no acc = 0; NF-kB neuron act = 1.2; APP 5'UTR act = -2; FLuc stim CS = 1.1; PMI act satM6P = 0.9; TNAP inh hi DEA = -4; PMI activator = 1; bIAP act = 0.9; FLuc inh counter = -8; TNAP act hiacc = 1
c1csc(CNc2nc3ccccc3n2CCN2CCOCC2)c1 is listed as TNAP inh no acc = -16; NF-kB neuron act = 1; APP 5'UTR act = -18; FLuc stim CS = 1; PMI act satM6P = 1.1; TNAP inh hi DEA = -4; PMI activator = 1; bIAP act = 1.1; FLuc inh counter = -3; TNAP act hiacc = 1

Next part.
cpd | SMILES | TNAP inh no acc | NF-kB neuron act | APP 5'UTR act | FLuc stim CS | PMI act satM6P | TNAP inh hi DEA | PMI activator | bIAP act | FLuc inh counter | TNAP act hiacc
16 | O=C(NCc1ccc2c(c1)OCO2)C1CC(c2ccc(Cl)cc2)=NO1 (stereo not given) | -6 | 1.1 | 15 | 1 | 1 | -1 | 1 | 0.9 | 0 | 1
17 | CCN1CCN(C(=S)Nc2ccccc2Cl)CC1 | -4 | 0.99 | -3 | 1 | 1 | 1 | 0.9 | 1 | -2 | 1
18 | Cc1cc2occ(CC(=O)OCC(=O)Nc3sc4c(c3C#N)CCC(C)C4)c2cc1C (stereo not given) | -3 | 1.8 | -11 | 1 | 0.9 | 0 | 0.8 | 0.9 | -2 | 1
19 | CCOc1ccc2nc(NC(=O)C3CCCN(S(=O)(=O)c4cccc5nonc45)C3)sc2c1 (stereo not given) | -3 | 0.78 | 23 | 1.1 | 1 | -3 | 1 | 0.9 | -6 | 1
20 | O=C(NCc1cccc(F)c1)c1noc2c1CCCC2 | -2 | 1.2 | 14 | 1 | 0.9 | -9 | 0.9 | 0.9 | -3 | 1.1
21 | COc1cccc(-c2csc(N3CCN(CC(=O)NNC(=O)c4ccc(Br)cc4)CC3)n2)c1 | -18 | 0.84 | 1 | 1 | 0.8 | 2 | 0.8 | 0.9 | 0 | 1
22 | Cc1c(/C(O)=C2/C(=O)C(=O)N(Cc3cccnc3)C2c2ccccn2)cnn1-c1ccccc1 (stereo not given) | -8 | 1 | 17 | 0.8 | 0.9 | -5 | 1 | 1.1 | 15 | 1
23 | CCOc1ccc(NC(=S)N/N=C(\C)Cc2ccc(OC)cc2)cc1 | -14 | 0.99 | 9 | 1 | 0.9 | -3 | 0.8 | 1 | 1 | 1
24 | COc1ccc(C(=O)NCc2ccccc2OC)cc1 | -3 | 1.3 | 40 | 1 | 1.1 | 3 | 1 | 1 | 0 | 1
25 | CC(Sc1nc2ccccc2c(=O)[nH]1)C(=O)O (stereo not given) | -8 | 0.97 | 2 | 1.1 | 1 | -7 | 1 | 0.9 | -5 | 1.1
26 | CC/C(C)=N/N1C(=O)c2ccccc2NC1(C)CC (stereo not given) | 1 | 1.1 | 13 | 1 | 1 | 1 | 1 | 1 | -1 | 1
27 | CCOc1ccc(N=C2NC(=O)C(CC(=O)Nc3ccccc3)S2)cc1 (stereo not given) | -7 | 0.92 | -8 | 1 | 0.9 | -1 | 1 | 1 | -3 | 1
28 | O=C(OC(C(=O)NC1CCCCC1)c1ccccc1)c1ccco1 (stereo not given) | -10 | 1.2 | -4 | 1 | 0.9 | -7 | 0.9 | 0.9 | -1 | 1.1
29 | Cc1ccc(S(=O)(=O)Cn2nnnc2C(C(C)C)N2CCSCC2)cc1 (stereo not given) | -6 | 1.1 | 0 | 1 | 0.7 | -3 | 0.6 | 0.9 | -3 | 1
30 | COc1ccc(Cl)cc1C(=O)Nc1nnn(C)n1 | -9 | 1.1 | 4 | 1.1 | 1 | -3 | 1.1 | 1 | -6 | 1

Later entries
cpd | SMILES | TNAP inh no acc | NF-kB neuron act | APP 5'UTR act | FLuc stim CS | PMI act satM6P | TNAP inh hi DEA | PMI activator | bIAP act | FLuc inh counter | TNAP act hiacc
31 | COc1ccc(CN=Nc2cc(C)nc(NS(=O)(=O)c3ccccc3Cl)n2)cc1 | -11 | 0.79 | 1 | 1.1 | 1.1 | -5 | 1.1 | 1 | -6 | 1.1
32 | Cc1ccc(C(=O)N2CCN(c3cccc(Cl)c3)CC2)cc1C | -6 | 1.2 | 2 | 1 | 0.9 | -11 | 0.9 | 1 | -4 | 1.1
33 | Cc1ccc(NC(=O)CSc2nc3ccccc3c3nc(CCc4c(C)n[nH]c4C)nn23)cc1F | -10 | 0.79 | -4 | 1.1 | 0.9 | -4 | 0.8 | 1 | -6 | 1
34 | COc1ccc(NC(=O)COC(=O)CC23CC4CC(CC(C4)C2)C3)c([N+](=O)[O-])c1 | -8 | 1 | -6 | 1 | 0.9 | 0 | 0.8 | 0.8 | -4 | 1
35 | CCOc1ccccc1NC(=O)c1cc(C(=O)Nc2ccccc2OCC)cc(N2C(=O)CCC2=O)c1 | -8 | 1.1 | 15 | 1.1 | 0.9 | -7 | 1 | 0.9 | -8 | 1.1
36 | O=C(O)CCN(Cc1ccccc1)S(=O)(=O)c1ccc(Cl)cc1F | -6 | 1.4 | 0 | 1 | 1.1 | -2 | 1.1 | 1 | -4 | 1
37 | COc1ccccc1NC(=O)CC1C(=O)Nc2ccccc2N1C(=O)c1ccccc1 (stereo not given) | -17 | 0.99 | 9 | 1 | 1 | -5 | 1 | 0.9 | -3 | 1.1
38 | CC(=O)N1CCn2c3ccc(C)cc3c3cccc1c32 | -4 | 1.7 | 19 | 1 | 1 | 1 | 1 | 0.8 | 4 | 1
39 | CC(O)C(NS(=O)(=O)c1ccc(Cl)cc1)C(=O)OCC(=O)N1CCN(c2ccccc2)CC1 (stereo not given) | -10 | 1.1 | 2 | 1.1 | 1 | -4 | 1 | 0.7 | -6 | 1
40 | Fc1ccc(N=c2ssnc2Cl)c(F)c1 | -31 | 1.3 | 15 | 0.8 | 0.3 | -5 | 0.2 | 1.1 | 24 | 1
41 | CC1=CC(=O)c2c(O)ccc(O)c2C1=O | 18 | 2.1 | -7 | 1 | 1.3 | 12 | 1.5 | 0.9 | 4 | 0.9
42 | COc1ccc(N2CCN(C(=O)Cn3cnc4c(cnn4-c4ccccc4)c3=O)CC2)cc1 | -9 | 1.2 | 21 | 1 | 1 | -3 | 1 | 1.1 | 0 | 1
43 | Nc1ccccc1NC(=O)c1ccccc1N | -7 | 2.2 | 20 | 1 | 1.1 | -4 | 1 | 0.9 | 2 | 1
44 | COc1ccc(C2C(C(=O)Nc3ccccc3)=C(C)Nc3nc(CCCO)nn32)cc1 (stereo not given) | -8 | 1.1 | 22 | 1.1 | 1.1 | -5 | 1.1 | 1 | -6 | 1
45 | Cc1oc(-c2ccccc2F)nc1CS(=O)(=O)CC(=O)NCc1ccco1 | -30 | 1.1 | 8 | 1.1 | 1 | -2 | 0.9 | 1 | -7 | 1
46 | CCS(=O)(=O)N1CCC(C(=O)NCCN2CCN(Cc3ccccc3)CC2)CC1 | -12 | 0.96 | -1 | 1 | 1 | -5 | 1 | 0.9 | -3 | 1.1
47 | CCOP(=O)(OCC)C(Nc1ccc(OC)cc1)c1ccco1 (stereo not given) | -16 | 1.1 | 0 | 1.1 | 1 | -4 | 1 | 0.9 | -8 | 1
48 | CCCNC(=O)c1ccccc1NC(=O)c1ccccc1N(C)S(C)(=O)=O | -9 | 1.3 | -11 | 1 | 1.1 | -4 | 1.1 | 1.1 | -2 | 1
